Bioassay records: PubChem BioAssay, National Center for Advancing Translational Sciences (NCATS)
VP16 counter = counter-screen for ROR gamma inhibitors: Gal4-VP16 reporter | Drosophila S2 Gal4-VP16 UAS-luciferase, luminescence, 20 h | Potency, µM (series often up to 53.6 µM), for the others: at the top dose activity, negative = inhibition, hits mostly inhibitors | 3.5% of 310,000 active | AID 2546;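 note: Gal4-VP16 expression switched on by copper sulfate through the metallothionein promoter; % is set by controls: 0 for no effect and ±100 for the full control effect; nearly all actives have a fitted effect of over 50% in size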
ELG1 genotox = inducers of genotoxicity in HEK293T ELG1-luciferase cells. HEK293T ELG1-luciferase reporter, luminescence, 16 h. Potency, µM (top dose mostly 46 µM), for the others: at the highest dose activity change, positive = activation, hits mostly activators. 1.3% of 330,000 active. AID 504466; note: % of control where 0% means no effect; nearly all actives have a fitted effect of over 60% in size
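Luminescence read-out: rising ELG1-luciferase signal, reflecting elevated ELG1 protein under genetic stress, flags genotoxic compounds. Cells were treated for 16 hr at 37 °C before ONE-Glo detection.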
RORg inh = ROR gamma (mouse) transcription inhibition | P51450 | Drosophila S2 Gal4-RORgamma UAS-luciferase reporter, 20 h | Potency, µM (titrated, usually from 53.6 µM), inactives show top-dose activity change, negative = inhibition, hits mostly inhibitors | 5.4% of 310,000 active; note: % is set by controls: 0 for no effect and ±100 for the full control effect; nearly all actives have a fitted effect of over 60% in size
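Luciferase reporter read in Schneider cells carrying Gal4-RORγ (mouse) and UAS-Photinus luciferase; cells given compound 1 h before 700 uM copper sulfate induction, then incubated 20 h at ambient temperature.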
BRCA1 expr up = increases BRCA1 expression; MCF7-BRCA1-FFLuc reporter, luminescence, 48 h; response scale: scaled: vehicle 0%, 10 µM genistein 100%; Potency, µM (top dose mostly 46.1 µM), for inactives: top-dose activation, most hits filed as activators; 1.1% of 380,000 active; note: nearly all actives have a fitted effect of over 80% in size; some results filed as inactive show a strong effect at the top dose
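Using MCF7 cells harboring a BRCA1 firefly luciferase reporter, plated 2 h before compound pinning, the screen measured luminescence after 48 h incubation. Responses were normalized to DMSO and 10 microM genistein, then fitted for concentration-effect.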
Rab9 prom act = Rab9 promoter activation | Potency, µM (titrated, usually from 9.22 µM), without a hit: at the top dose activation, negative = inhibition, actives largely listed as activators | AID 485297 | Huh7 Rab9 promoter-luciferase reporter, luminescence, 24 h | 2.8% of 320,000 active; note: % of control where 0% means no effect; nearly all actives have a fitted effect of over 60% in size
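Huh7 reporter line, Rab9 promoter upstream of luciferase. Compound exposure 24 h at 37 °C in reduced-serum medium with 10% FBS. Read-out: luminescence.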
NPC1 prom act = activates the NPC1 promoter | Huh7 NPC1 promoter luciferase reporter, 24 h | Potency, µM (highest dose often 9.22 µM), for the others: top-dose activation, usual class: activators | 2.4% of 320,000 active;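 note: % of control where 0% means no effect; nearly all actives have a fitted effect of over 60% in size; reporter is driven by a mutant NPC1 promoter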
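Quantitative HTS used a cell-based reporter: Huh7 cells stably bearing the NPC1 promoter upstream of luciferase were treated with compounds for 24 h, and promoter activation was read as luminescence.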
p53 reactivator = restores transcriptional activity of mutant p53 | H1299 p53-A138V BP100-luciferase reporter, luminescence, 24 h | Potency, µM (top dose mostly 92.2 µM), inactives show top-dose activity change, positive = activation, most hits filed as activators | 0.063% of 320,000 active | AID 504706; note: % of control where 0% means no effect; nearly all actives have a fitted effect of over 45% in size
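H1299 (p53-null), stable ts p53-A138V + BP100-Luc; 1000 cells/well, Opti-MEM/10% FBS; cpd 4 pt, 1:5; 24 h, 37 deg C, 5% CO2; detection reagent 10 min RT; luminescence.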
MBNL1-CUG inh = MBNL1-poly(CUG) RNA binding inhibition; Q9NR56; TR-FRET MBNL1-His/biotin-(CUG)12 binding, 665/545 ratio; Potency, µM (top dose mostly 57.5 µM), inactives show top-dose activity change, negative = inhibition, hits mostly inhibitors; 0.036% of 280,000 active; active = well fitted inhibition curve with a large enough effect in the signal ratio, with a control signal flat, not every such curve was filed as active; inconclusive = small, poorly fitted or top-dose-only effect, or effect the other way, or a change in a side signal; inactive = no such curve, though single readings can be large or run the other way; the % refers to the signal ratio; note: % is set by controls: 0 for no effect and ±100 for the full control effect
Target sequence (Q9NR56 whole entry, looked up): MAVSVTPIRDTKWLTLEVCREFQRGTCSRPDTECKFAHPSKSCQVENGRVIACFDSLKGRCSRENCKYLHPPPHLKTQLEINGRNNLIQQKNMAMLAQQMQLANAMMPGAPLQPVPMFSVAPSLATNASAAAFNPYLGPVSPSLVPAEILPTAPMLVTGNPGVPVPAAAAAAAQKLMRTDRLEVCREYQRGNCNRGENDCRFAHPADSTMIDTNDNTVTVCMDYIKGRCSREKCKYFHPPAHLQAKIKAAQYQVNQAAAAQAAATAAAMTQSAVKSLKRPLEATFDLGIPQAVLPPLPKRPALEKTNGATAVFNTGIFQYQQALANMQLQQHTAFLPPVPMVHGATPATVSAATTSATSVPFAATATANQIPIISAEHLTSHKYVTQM
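Compound titration spanned 92 nM–58 uM against the MBNL1-His/biotin-(CUG)12 complex. After 60 min at room temperature with 5 nM streptavidin-XL665 and 0.055 ng/ul terbium anti-His, ratiometric 665/545 nm emission (Ex 340 nm) normalized to controls.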
uPA generation = blocks generation of uPA at the cell surface; cell surface uPA generation assay, qHTS; 0.31% of 330,000 active; AID 540303; Potency, µM (titrated, usually from 38.3 µM), without a hit: at the highest dose activity change, negative = inhibition, actives largely listed as inhibitors; active = well fitted inhibition curve with a large enough effect; inconclusive = small, poorly fitted or top-dose-only effect; inactive = no such curve, though single readings can be large or run the other way; tested in mouse RAW 264.7 cells; note: % is set by controls: 0 for no effect and ±100 for the full control effect; nearly all actives have a fitted effect of over 55% in size
FLuc counter = inhibits or activates purified firefly luciferase, miR-21 counter-screen. P08659. purified FLuc, Km substrates, luminescence inhibition. Potency, µM (series often up to 57.5 µM), for the others: at the highest dose activity change, negative = inhibition, most hits filed as inhibitors. 6.9% of 360,000 active. AID 588342;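 note: plate controls were vehicle for no effect and reference inhibitor for full effect; nearly all actives have a fitted effect of over 55% in size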
Target sequence (P08659 whole entry, looked up): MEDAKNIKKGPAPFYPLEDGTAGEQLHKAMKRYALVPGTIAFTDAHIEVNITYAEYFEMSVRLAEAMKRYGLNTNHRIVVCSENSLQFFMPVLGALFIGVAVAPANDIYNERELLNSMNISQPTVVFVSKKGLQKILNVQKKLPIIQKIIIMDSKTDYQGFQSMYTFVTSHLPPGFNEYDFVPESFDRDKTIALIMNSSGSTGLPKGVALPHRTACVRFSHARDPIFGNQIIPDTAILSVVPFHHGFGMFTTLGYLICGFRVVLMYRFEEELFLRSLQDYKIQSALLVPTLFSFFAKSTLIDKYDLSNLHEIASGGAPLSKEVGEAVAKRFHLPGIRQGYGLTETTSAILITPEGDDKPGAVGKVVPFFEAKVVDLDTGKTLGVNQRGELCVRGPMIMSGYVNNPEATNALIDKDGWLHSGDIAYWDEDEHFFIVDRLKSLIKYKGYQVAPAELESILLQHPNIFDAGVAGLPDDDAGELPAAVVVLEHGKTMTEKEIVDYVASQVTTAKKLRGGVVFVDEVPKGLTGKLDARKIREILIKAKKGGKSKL
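Purified P. pyralis luciferase (10nM final) with 10uM D-luciferin and 10uM ATP (Km levels) in 50mM Tris acetate pH 7.5, 10mM Mg acetate, 0.01% Tween-20, 0.05% BSA; qHTS 6-point titration, ~60 µM downward; luminescence read.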
Starred values were filed as active, the others as inactive; ? = inconclusive; . = not tested or not shown; [ ] = remark or other dose. Unless noted, calls come from the whole dose curve; as a rule, active = well fitted curve in the direction sought with a large enough effect; inconclusive = small, poorly fitted or top-dose-only effect, or another doubt; inactive = no such curve, though single readings can be large; an effect the other way counts as inactive or inconclusive. Potency is the fitted concentration of half-maximal effect.

| cpd | SMILES | Rab9 prom act | MBNL1-CUG inh | NPC1 prom act | VP16 counter | p53 reactivator | RORg inh | ELG1 genotox | FLuc counter | uPA generation | BRCA1 expr up |
| --- | --- | --- | --- | --- | --- | --- | --- | --- | --- | --- | --- |
| 1 | CCCOc1ccc(C(=O)CCN2CCCCC2)cc1 | 1.6% | 5.1% | -1.8% | 14.1µM* | -12.5% | ? | -1.1% | 0.3% | -9.1% | -51.5% |
| 2 | COC(=O)C1=CN(C(C)c2ccccc2)C=C(C(=O)OC)C1c1cc(OC)c(OC)c(OC)c1 (stereo not given) | -0.5% | 9.5% | -7.0% | -9.9% | -6.3% | -28.4% | 0.0% | -2.5% | 0.2% | -33.9% |
| 3 | NC(=O)c1ccc(NC(=O)COC(=O)c2cc3c(s2)CCC3)cc1 | . | . | . | . | -3.5% | . | 3.4% | . | 2.2% | -4.8% |
| 4 | CCN1CCN(c2ccc(NC(=O)c3ccc(C#N)cc3F)cc2Cl)CC1 | -2.4% | -26.2% | 4.7% | 0.2%[10 µM] | 6.4% | -0.3% | 2.1% | -6.8% | -7.3% | -2.1% |
| 5 | Cc1cccc(NCc2ccccc2O)c1 | 2.2% | 2.5% | -0.4% | 2.4% | 18.5% | 44.5% | 13.8% | -2.7% | 3.5% | 37.1% |
| 6 | CNCCCOc1cccc(OC(C)C)c1 | -5.2% | 0.0% | -2.8% | -9.0% | 10.8% | 0.2% | 11.6% | 1.2% | -2.2% | -4.8% |
| 7 | N#Cc1ccc(C(=O)N(Cc2ccccc2)c2ccccc2)cc1 | -8.5% | 2.7% | -0.4% | 6.8% | -4.8% | 14.4% | -5.5% | 0.3% | 5.9% | -9.4% |
| 8 | Cn1c(=O)c(-[n+]2ccccc2)c([O-])c2ccccc21 | 0.2% | 0.8% | 2.2% | 8.3% | 1.0% | -0.7% | 1.6% | -1.7% | 2.3% | 3.5% |
| 9 | O=C(CCCN1CCc2[nH]c3ccc(F)cc3c2C1)c1ccc(F)cc1 | 0.1% | -4.2% | -10.6% | -6.1% | -2.9% | -24.2% | -7.3% | 0.2% | 3.0% | -83.3%[inhibitor] |
| 10 | CCN(CC)S(=O)(=O)c1cccc(-c2nnc(SCCOc3ccc(Cl)cc3)o2)c1 | 7.8% | 177.0%[activator] | -3.5% | -0.9% | -4.2% | -13.8% | -9.5% | 1.7% | 1.7% | -29.6% |
| 11 | CCCn1c(NCc2ccc3c(c2)OCO3)nc2ccccc21 | 2.8% | 1.1% | 1.9% | . | ? | -19.2%[0.365 µM] | 27.1% | -19.1% | -5.2% | 82.4% |
| 12 | CN(C)S(=O)(=O)c1cccc(C(=O)OCC(=O)NCc2ccccc2)c1 | 2.3% | 2.0% | -0.6% | 4.3% | 0.0% | 5.6% | -9.6% | -1.9% | 2.2% | 17.0% |
| 13 | Cc1ccccc1OCCN1C(=O)c2ccccc2C1=O | ? | 5.4% | ? | 0.0% | ? | 13.5% | ? | 19µM* | 8.2% | 59.9% |
| 14 | Cc1cccc(Cc2cnc(NC(=O)c3ccc(C)o3)s2)c1 | ? | 10.1% | ? | ? | ? | 10µM* | 5.8µM* | 9.53µM* | -2.1% | 46.8% |
| 15 | Cn1c(SCC(=O)Nc2ccc(N3CCOCC3)cc2)nnc1-c1ccccc1 | 4.2% | 8.4% | 1.6% | 0.6% | 13.0% | 9.0% | 7.6% | 16.9µM* | -9.9% | 40.4% |

Look-ups from above:
Under MBNL1-CUG inh, `Cn1c(SCC(=O)Nc2ccc(N3CCOCC3)cc2)nnc1-c1ccccc1` is entered as 8.4%
Under BRCA1 expr up, `Cc1cccc(Cc2cnc(NC(=O)c3ccc(C)o3)s2)c1` is entered as 46.8%
Under p53 reactivator, `N#Cc1ccc(C(=O)N(Cc2ccccc2)c2ccccc2)cc1` is entered as -4.8%
Under p53 reactivator, `Cn1c(=O)c(-[n+]2ccccc2)c([O-])c2ccccc21` is entered as 1.0%

Returning to the listing, repeating the 4 entries before the break.
| cpd | SMILES | Rab9 prom act | MBNL1-CUG inh | NPC1 prom act | VP16 counter | p53 reactivator | RORg inh | ELG1 genotox | FLuc counter | uPA generation | BRCA1 expr up |
| --- | --- | --- | --- | --- | --- | --- | --- | --- | --- | --- | --- |
| 12 | CN(C)S(=O)(=O)c1cccc(C(=O)OCC(=O)NCc2ccccc2)c1 | 2.3% | 2.0% | -0.6% | 4.3% | 0.0% | 5.6% | -9.6% | -1.9% | 2.2% | 17.0% |
| 13 | Cc1ccccc1OCCN1C(=O)c2ccccc2C1=O | ? | 5.4% | ? | 0.0% | ? | 13.5% | ? | 19µM* | 8.2% | 59.9% |
| 14 | Cc1cccc(Cc2cnc(NC(=O)c3ccc(C)o3)s2)c1 | ? | 10.1% | ? | ? | ? | 10µM* | 5.8µM* | 9.53µM* | -2.1% | 46.8% |
| 15 | Cn1c(SCC(=O)Nc2ccc(N3CCOCC3)cc2)nnc1-c1ccccc1 | 4.2% | 8.4% | 1.6% | 0.6% | 13.0% | 9.0% | 7.6% | 16.9µM* | -9.9% | 40.4% |
| 16 | CN1CCN(S(=O)(=O)c2ccc(N3CCN(c4ccccc4O)CC3)c([N+](=O)[O-])c2)CC1 | -3.8% | . | 6.0% | . | 11.5% | . | -0.4% | -3.1% | -17.9% | -35.2% |
| 17 | Cc1ccc(-c2csc3nnc(SCC(=O)Nc4nsc(-c5ccccc5)n4)n23)cc1 | . | -0.8% | . | -5.9% | . | 12.8% | . | 3.3% | -4.9% | -37.8% |
| 18 | O=C(NCc1ccccn1)c1ccc(OC2CCN(Cc3ccccc3)CC2)cc1 | -0.4% | -3.9% | 1.4% | 4.1% | 25.3% | 1.3% | -0.5% | -0.1% | -0.5% | -11.2% |
| 19 | Cc1ccc([N+](=O)[O-])c(C(=O)N/N=C/c2cccs2)c1 | 10.1% | ? | 5.1% | 1.26µM* | 6.2% | 1.41µM* | -8.2% | ? | -16.2% | 2.1% |
| 20 | CN(C)Cc1c(O)ccc2occ(C(=O)c3ccc(F)cc3)c12 | -1.5% | -3.1% | 1.6% | -10.7% | . | ? | -8.9% | 9.9% | -6.1% | -10.7% |
| 21 | Cc1ccc(S(=O)(=O)C2(C(=O)N3CCCC(C)C3)CC2)cc1 (stereo not given) | -0.3% | 3.8% | 13.6% | -5.5% | 0.0% | 6.1% | 1.2% | 1.8% | . | -0.8% |
| 22 | Cc1ccccc1NC(=O)C1CCCN(c2nnc(N3CCCC3=O)s2)C1 (stereo not given) | 3.2% | 2.0% | -2.4% | -3.2% | . | -17.8% | 5.3% | 5.4% | -0.6% | 8.6% |
| 23 | Cc1ccc(-c2nc(-c3ccncc3)no2)cc1C | 0.562µM* | -4.0% | 0.708µM* | ? | ? | 8.91µM* | 2.31µM* | 0.757µM* | -0.2% | ? |
| 24 | O=C(O)CC1S/C(=N/N=C/c2ccc(-c3ccc(Cl)c([N+](=O)[O-])c3)o2)NC1=O (stereo not given) | -7.1% | 29.7% | -3.1% | 3.6% | 2.1% | -0.7% | 5.2% | ? | -1.3% | 18.9% |
| 25 | CCOC(=O)c1sc2ccccc2c1OC(=O)c1ccccc1 | -1.5% | -0.2% | 1.5% | 17.2% | -1.0% | -17.0% | -13.3% | -1.5% | 1.9% | -16.5% |

With a hit mark in NPC1 prom act (from the list above):
entry | mol | Rab9 prom act | NPC1 prom act | p53 reactivator | RORg inh | uPA generation
23 | Cc1ccc(-c2nc(-c3ccncc3)no2)cc1C | 0.562µM* | 0.708µM* | ? | 8.91µM* | -0.2%
